# NFkB transloc pot: enhances IL-1B driven NFkB nuclear translocation; actives 0.3% (n = 94,000); HUVEC IL-1B NFkB p65 nuclear translocation imaging; activation, % at 2 µM;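 active means activation above 40%, about the mean plus 3 SD, also judged a hit on visual image review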;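 further: percent activation is computed from the nuclear over cytoplasmic p65 intensity ratio; values of inactives mirror those of a sister screen read the other way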
# IL1B NFkB inh: blocks IL-1B driven NFkB nuclear translocation in HUVEC cells. inhibition, % at 2 µM. actives 0.43% (n = 94,000). HUVEC IL-1B NFkB p65 nuclear translocation imaging;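 active means inhibition above about 30% together with a positive call from visual inspection of the well image, limit read from the data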;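 further: nuclear over cytoplasmic p65 intensity ratio measured by imaging; 0% = IL-1B stimulated DMSO wells and 100% = unstimulated DMSO wells; values of inactives mirror those of a sister screen read the other way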
# MRP reversal: reverses drug resistance mediated by MRP; differential viability (reversal), % at 10 µM; actives 0.04% (n = 85,000); H69AR cells + 2 uM doxorubicin, CellTiter-Glo, 72 h; AID 602;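 active means viability drop by adding the cancer drug above about 55%, with treated viability meeting a 40% cutoff, limit read from the data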;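 further: viability without doxorubicin minus viability with 2 µM doxorubicin for each compound; larger differential means the compound sensitizes cells more to doxorubicin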
# PLAP inhibition: inhibition of human placental alkaline phosphatase – biochemical, luminescence, HTS (AID 690) | actives 0.08% (n = 96,000) | one-dose inhibition, % at 20 µM; IC50 in µM for titrated hits | purified PLAP, luminescent substrate; higher % means a stronger effect; in the data active means a potency from the dose series; inactive means the rest, 99 in 100 with inhibition below about 30%; further: strong numbers were not always called active
# Bcl-B TR3 displacers: displacers of TR3 peptide from Bcl-B, primary screen, selectivity assay for Bfl-1 inhibitor project, biochemical, fluorescence polarization. FP displacement of FITC-TR3 peptide from Bcl-B; higher % means a stronger effect. displacement, % at 20 µM; hits with a dose series show IC50 in µM. actives 0.11% (n = 96,000);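 active means displacement above 50% at 20 µM plus a fluorescence interference ratio under 1.5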;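 further: plate controls were wells without compound for no effect and wells lacking Bcl-B protein for full effect; a part of the inactive calls stands beside numbers as strong as those of hits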
# MRP reversal cytotoxicity: also measured in MRP reversal; calls as there; viability, %; H69AR cells, CellTiter-Glo, 72 h; measured here: cytotoxicity without doxorubicin
# MRP reversal with doxorubicin: also measured in MRP reversal; calls as there; viability, %; measured here: viability with 2 uM doxorubicin; hits give low values
# IL1B NFkB inh cell count 2 µM: also measured in IL1B NFkB inh; calls as there; cell count; measured here: cells passing quality filter;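 raw number of nuclei counted in each imaged well without normalization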
# NFkB transloc pot cell count 2 µM: further read-out of NFkB transloc pot, marked with its call; cell count; measured here: cells passing quality filter
# Active calls of the source: *; . = not tested or not shown. An excerpt; the hit share may differ from the screen's.
1	C=CCn1c(SCC(=O)Nc2sccc2C(N)=O)nc2ccc(Cl)cc2c1=O
2	Cn1c(=O)[nH]c(=O)c2c1nc(N1CCN(Cc3ccccc3)CC1)n2CCSc1ncccn1
3	Cc1cccn2c(=O)c(/C=C(\C#N)S(=O)(=O)c3ccc(Cl)cc3)c(N3CCC(C(N)=O)CC3)nc12
4	Cc1oc2nc(SCC(=O)Nc3ccc(S(N)(=O)=O)cc3)nc(NC(=O)c3ccccc3)c2c1C
5	CC(C)=CCC/C(C)=C/C=N/NC(=O)c1ccccc1[N+](=O)[O-]
6	COc1cc2oc3ccccc3c2cc1N(CC(=O)N(C)C)S(=O)(=O)c1ccccc1
7	COc1ccc(/C(N)=N/OC(=O)c2cccc([N+](=O)[O-])c2C)cc1OC
8	O=C(NCC1CCCO1)c1nc2c(nnn2Cc2ccccc2Cl)c(=O)[nH]1 (stereo unspecified)
9	Cc1cccc(-n2nnc(C(=O)NCc3ccccn3)c2N)c1
10	CCOc1cc(N2CCOCC2)c(OCC)cc1NC(=O)Cc1ccccc1OC
compound no.	1	2	3	4	5	6	7	8	9	10
NFkB transloc pot	0	2	-12	7	.	8	18	16	0	3
NFkB transloc pot cell count 2 µM	168	192	41	160	.	158	190	125	92	108
IL1B NFkB inh	0	-2	12	-7	.	-8	-18	-16	0	-3
IL1B NFkB inh cell count 2 µM	168	192	41	160	.	158	190	125	92	108
MRP reversal	-23	-19	-7	15	.	.	-27	10	-3	.
MRP reversal cytotoxicity	16	78	82	49	.	.	36	100	102	.
MRP reversal with doxorubicin	39	97	89	35	.	.	63	91	105	.
PLAP inhibition	-20%	-30%	-36%	18%	-29%	-51%	15%	.	-1%	-27%
Bcl-B TR3 displacers	25%	1%	-66%	-3%	-6%	-7%	-2%	.	4%	-7%

11	COc1ccccc1N1CCN(C(=O)c2ccc(CS(=O)(=O)c3ccccc3OC)o2)CC1
12	COc1ccc2c(=O)c(N3C(=O)c4ccccc4C3=O)coc2c1
13	CN(C)CCNC(=O)Cc1c(C(=O)O)n(C)c2ccccc12
14	COc1ccc2cc(C(c3nnnn3C3CCCCC3)N3CCCCCC3)c3nnnn3c2c1 (stereo unspecified)
15	Nc1ccc(C(=O)n2c3ccccc3c3ccccc32)cc1
16	COc1ccccc1CNC(=O)c1ccc(NS(C)(=O)=O)cc1
17	COCCn1c(CN2CC(C)CC(C)C2)nc2c1c(=O)n(C)c(=O)n2C (stereo unspecified)
18	COc1ccc(S(=O)(=O)N2CCc3ccccc32)cc1C(=O)OCc1nnc(-c2ccccc2)o1
19	CC(=O)Nc1ccc(C#Cc2ccc(NC(C)=O)cc2)cc1
20	Cc1ccc(C)n1-n1c(C)nc2sc3c(c2c1=O)CCCCC3
compound no.	11	12	13	14	15	16	17	18	19	20
NFkB transloc pot	.	26	20	-1	-5	-1	.	3	6	-10
NFkB transloc pot cell count 2 µM	.	127	128	117	163	109	.	88	179	145
IL1B NFkB inh	.	-26	-20	1	5	1	.	-3	-6	10
IL1B NFkB inh cell count 2 µM	.	127	128	117	163	109	.	88	179	145
MRP reversal	-3	2	16	-7	-17	0	17	12	.	8
MRP reversal cytotoxicity	81	84	93	35	19	87	95	87	.	88
MRP reversal with doxorubicin	84	82	77	42	36	87	78	75	.	80
PLAP inhibition	-67%	-2%	4%	.	.	-19%	-55%	-51%	2%	10%
Bcl-B TR3 displacers	-2%	-2%	8%	.	.	-6%	-1%	-72%	-3%	-3%

# Part of the list above in a different format.
# Under each structure – NFkB transloc pot | NFkB transloc pot cell count 2 µM | IL1B NFkB inh | IL1B NFkB inh cell count 2 µM | MRP reversal | MRP reversal cytotoxicity | MRP reversal with doxorubicin | PLAP inhibition | Bcl-B TR3 displacers
5: CC(C)=CCC/C(C)=C/C=N/NC(=O)c1ccccc1[N+](=O)[O-]
    . | . | . | . | . | . | . | -29% | -6%
6: COc1cc2oc3ccccc3c2cc1N(CC(=O)N(C)C)S(=O)(=O)c1ccccc1
    8 | 158 | -8 | 158 | . | . | . | -51% | -7%
7: COc1ccc(/C(N)=N/OC(=O)c2cccc([N+](=O)[O-])c2C)cc1OC
    18 | 190 | -18 | 190 | -27 | 36 | 63 | 15% | -2%
8: O=C(NCC1CCCO1)c1nc2c(nnn2Cc2ccccc2Cl)c(=O)[nH]1 (stereo unspecified)
    16 | 125 | -16 | 125 | 10 | 100 | 91 | . | .
9: Cc1cccc(-n2nnc(C(=O)NCc3ccccn3)c2N)c1
    0 | 92 | 0 | 92 | -3 | 102 | 105 | -1% | 4%
10: CCOc1cc(N2CCOCC2)c(OCC)cc1NC(=O)Cc1ccccc1OC
    3 | 108 | -3 | 108 | . | . | . | -27% | -7%
11: COc1ccccc1N1CCN(C(=O)c2ccc(CS(=O)(=O)c3ccccc3OC)o2)CC1
    . | . | . | . | -3 | 81 | 84 | -67% | -2%
12: COc1ccc2c(=O)c(N3C(=O)c4ccccc4C3=O)coc2c1
    26 | 127 | -26 | 127 | 2 | 84 | 82 | -2% | -2%
13: CN(C)CCNC(=O)Cc1c(C(=O)O)n(C)c2ccccc12
    20 | 128 | -20 | 128 | 16 | 93 | 77 | 4% | 8%
14: COc1ccc2cc(C(c3nnnn3C3CCCCC3)N3CCCCCC3)c3nnnn3c2c1 (stereo unspecified)
    -1 | 117 | 1 | 117 | -7 | 35 | 42 | . | .
15: Nc1ccc(C(=O)n2c3ccccc3c3ccccc32)cc1
    -5 | 163 | 5 | 163 | -17 | 19 | 36 | . | .
16: COc1ccccc1CNC(=O)c1ccc(NS(C)(=O)=O)cc1
    -1 | 109 | 1 | 109 | 0 | 87 | 87 | -19% | -6%
17: COCCn1c(CN2CC(C)CC(C)C2)nc2c1c(=O)n(C)c(=O)n2C (stereo unspecified)
    . | . | . | . | 17 | 95 | 78 | -55% | -1%

# (further entries)
21	O=C(Nc1nc(-c2ccc3c(c2)OCO3)cs1)c1ccncc1
22	Cc1onc(-c2ccccc2)c1C(=O)Nc1cc(C(F)(F)F)ccc1N1CCOCC1
23	O=C(Cn1nnc(-c2ccncc2)n1)N(C1CCCCC1)C1CCCCC1
24	Cc1ccnc(N/C=C(/NC(=O)c2ccccc2)C(=O)N/N=C\c2ccc(F)cc2)n1
25	COCCn1c(COc2ccc(C)cc2)nc2ccccc21
26	Cc1cc2n(c(=O)c1C#N)CCCN2c1ccccc1
27	CCOC(=O)Cn1cc(-c2ccccc2)nn1
28	CCOC(=O)c1ccc(NC(=O)CNS(=O)(=O)c2ccccc2)cc1
29	COc1cc(C(=O)NC2=NCCS2)ccc1OCc1c(C)noc1C
30	COc1ccc(-n2cnc3sc(-c4ccccc4)cc3c2=O)cc1
31	Cc1cc(C)c2c(N)c(C(=O)NC3CC3)sc2n1
32	COc1cccc(-n2c(SCC(=O)NC3CCCCC3)nc3n[nH]c(C)c3c2=N)c1
33	CCCOC(=O)c1ccc(NC(=O)c2cn(CC)c3nc(C)ccc3c2=O)cc1
compound no.	21	22	23	24	25	26	27	28	29	30	31	32	33
NFkB transloc pot	-4	5	8	-56	0	8	.	-5	.	2	4	-8	8
NFkB transloc pot cell count 2 µM	164	159	175	14	195	118	.	107	.	138	178	150	172
IL1B NFkB inh	4	-5	-8	56*	0	-8	.	5	.	-2	-4	8	-8
IL1B NFkB inh cell count 2 µM	164	159	175	14*	195	118	.	107	.	138	178	150	172
MRP reversal	3	-42	3	-2	6	-21	15	6	-2	.	-6	.	10
MRP reversal cytotoxicity	89	23	83	87	96	41	103	90	91	.	90	.	90
MRP reversal with doxorubicin	87	65	80	89	90	61	87	84	93	.	96	.	81
PLAP inhibition	3%	-57%	-17%	-22%	-13%	.	19%	.	-61%	-10%	-6%	-36%	-3%
Bcl-B TR3 displacers	-5%	-9%	0%	-6%	-4%	.	-1%	.	6%	7%	-7%	-3%	-97%
